MsrA act = bovine methionine sulfoxide reductase A activation. actives 0.3% (n = 360,000). purified bovine MsrA, absorbance read-out. activation, % at 10.6 µM; in the data active = activation above about 7.5%;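 note: 0% = vehicle and 100% = reference activator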
E coli Lon inh = E. coli protease La inhibition | actives 0.42% (n = 360,000) | inhibition, % at 7.94 µM | AID 602123 | purified E. coli Lon protease, fluorescence polarization | P0A9M0; in the data active = inhibition above about 13%, passing the limit was not always enough;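 note: 0% = enzyme with probe and DMSO and 100% = no enzyme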
PABP1 MLLE inh = blocks PAM2 peptide binding to the PABP1 MLLE domain; P11940; inhibition, % at 20 µM; AID 588489; GST-MLLE / FITC-PAM2 fluorescence polarization; actives 0.36% (n = 360,000); in the data active = inhibition above about 35%, passing the limit was not always enough;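 note: plate controls were DMSO wells with GST-MLLE for no effect and wells lacking GST-MLLE protein for full effect; some results filed as inactive read as strong as hits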
Rin1 Abl inh = blocks binding of human Rin1 to Abl; P00519+Q13671; inhibition, % at 7.35 µM; AID 588664; TR-FRET Rin1/Abl binding, biochemical; actives 0.4% (n = 360,000); in the data active = inhibition above about 5%, passing the limit was not always enough
FAS TE block = blocks the thioesterase domain of human fatty acid synthase | inhibition, % at 15 µM | recombinant FAS-TE, OMFH fluorogenic substrate, fluorescence endpoint | actives 0.67% (n = 360,000);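 active = compounds whose normalised, plate-corrected inhibition of enzyme fluorescence in the single-dose primary screen is 50% or more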;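 note: 0% = DMSO with enzyme and 100% = substrate without enzyme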
Neddylation inh = inhibitors of human cullin neddylation; TR-FRET cullin neddylation, biochemical; calls only at 25 µM; P61081+Q13564; actives 0.58% (n = 360,000); in the data active = inhibition above about 36%
NRP1-CendR mod = NRP-1/CendR interaction modulation | FAM-RPARPAR peptide binding to NRP-1, fluorescence polarization | inhibition, % at 25 µM | actives 0.85% (n = 360,000) | AID 602438;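 active = inhibition or corrected inhibition above about 18%, plus a signal ratio from 0.5 to 1.5, limit read from the data, passing the limit was not always enough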; note: strong numbers were not always called active
Target sequence (O14786 whole entry, looked up): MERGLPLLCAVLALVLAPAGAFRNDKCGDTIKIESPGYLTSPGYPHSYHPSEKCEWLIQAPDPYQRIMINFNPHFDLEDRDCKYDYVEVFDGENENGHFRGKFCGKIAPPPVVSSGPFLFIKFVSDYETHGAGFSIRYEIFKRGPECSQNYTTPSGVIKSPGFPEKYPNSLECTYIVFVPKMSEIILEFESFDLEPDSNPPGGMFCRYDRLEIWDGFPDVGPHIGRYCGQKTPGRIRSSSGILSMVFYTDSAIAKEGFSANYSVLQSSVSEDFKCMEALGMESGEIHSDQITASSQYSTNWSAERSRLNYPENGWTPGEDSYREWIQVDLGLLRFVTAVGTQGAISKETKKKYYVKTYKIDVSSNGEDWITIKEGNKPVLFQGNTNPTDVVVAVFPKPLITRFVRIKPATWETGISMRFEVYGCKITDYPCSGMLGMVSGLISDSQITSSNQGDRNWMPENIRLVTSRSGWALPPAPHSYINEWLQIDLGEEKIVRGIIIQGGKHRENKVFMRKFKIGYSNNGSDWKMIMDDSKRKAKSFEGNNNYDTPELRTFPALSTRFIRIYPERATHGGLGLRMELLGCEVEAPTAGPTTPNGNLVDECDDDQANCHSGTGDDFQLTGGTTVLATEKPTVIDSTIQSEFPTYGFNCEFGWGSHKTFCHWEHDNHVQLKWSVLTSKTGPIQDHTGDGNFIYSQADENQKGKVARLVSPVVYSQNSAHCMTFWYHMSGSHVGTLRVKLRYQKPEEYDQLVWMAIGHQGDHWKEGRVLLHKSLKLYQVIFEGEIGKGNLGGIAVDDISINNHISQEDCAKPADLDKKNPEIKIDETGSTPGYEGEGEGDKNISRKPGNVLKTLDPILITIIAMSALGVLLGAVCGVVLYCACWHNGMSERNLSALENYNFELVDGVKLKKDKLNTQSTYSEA
SKN-1 inh = blocks SKN-1 activity in C. elegans | C. elegans VP596 Pgst-4::GFP/RFP ratio, acrylamide-induced, 24 h | actives 0.49% (n = 360,000) | inhibition, % at 21.8 µM;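 active = interference check ratio from 0.5 to 1.5 plus GFP to RFP signal ratio inhibition reaching or exceeding a fixed threshold, cut at about 30% in these data, passing the limit was not always enough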; note: some compounds called inactive have numbers as strong as hits
MT1-MMP act inh = blocks activation of human MT1-MMP; HT1080 RFP-PRO-GFP cells, GFP/RFP ratio fluorescence, overnight; percent of plate control window, DMSO zero; actives 0.061% (n = 360,000); GFP/RFP ratio change, % at 20 µM; P50281;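 active = GFP/RFP ratio change of at least 30% with cell ATP level not reduced by more than half and red fluorescence within 50% of control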; note: strong numbers were not always called active
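Material – HT1080 RFP-PRO-GFP cells · Control set – DMSO wells and RFP-L50D-GFP cells · Incubation – overnight cell settling, then overnight compound exposure, 37 °C, 5% CO2 · Compound dosing – single-point 20 µM compound, 1% DMSO · Read-out – GFP/RFP fluorescence ratio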
Numbers without * were called inactive; i = inactive; & = joins results of further samples.

A first look:
SMILES	MsrA act	E coli Lon inh	PABP1 MLLE inh	Rin1 Abl inh	FAS TE block	Neddylation inh	NRP1-CendR mod	SKN-1 inh	MT1-MMP act inh
COc1ccc2[nH]c(=O)c(CN(Cc3cccs3)S(=O)(=O)c3c(C)ccc4nsnc34)cc2c1	2	-2	7	-2	19	i	-7	20	-35
CC(=O)N/N=C(\C)CC(=O)NC(C)(C)C	-3	-5	-8	1	-6	i	16	-7	-4

The list itself, from the first entry:
SMILES	MsrA act	E coli Lon inh	PABP1 MLLE inh	Rin1 Abl inh	FAS TE block	Neddylation inh	NRP1-CendR mod	SKN-1 inh	MT1-MMP act inh
COc1ccc2[nH]c(=O)c(CN(Cc3cccs3)S(=O)(=O)c3c(C)ccc4nsnc34)cc2c1	2	-2	7	-2	19	i	-7	20	-35
CC(=O)N/N=C(\C)CC(=O)NC(C)(C)C	-3	-5	-8	1	-6	i	16	-7	-4
COc1cc2c(cc1OC)CN(Cc1cc(=O)oc3cc(C)c(Cl)cc13)CC2	0	-8	-12	-3	18	i	-28	12	-6
COc1ccc2c(c1O)Cc1ccccc1C2=O	-8	34*	16	-4	-7	i	-22	7	35*
CC(=NNC(N)=S)c1ccc2cc3c(cc2c1)OCO3	0	-9	-13	-3	-2	i	-1	7	6
N#CC1=C(S)N(c2ccc(F)cc2)C(c2ccco2)NC1=O (centres undefined)	-4	-2	12	-2	-3	i	-18	8	1
COC(=O)c1sccc1NC(=O)CC1C(=O)NCCN1C(=O)Nc1ccc(F)cc1F (centres undefined)	4	4	4	4	-2	i	-5	-1	1
CCCCOc1ccc(C(=O)NCC(=O)OC2CCOC2=O)cc1 (centres undefined)	-2	1	-11	0	-8	i	-4	3	-4
COc1cccc(C(=O)Nc2ccc(NC(=O)c3ccco3)c(Cl)c2)c1	-9	6	2	1	8	i	-9	17	6
CC(O)(c1cccc(F)c1)c1nc(-c2cc(F)cc(F)c2)cs1 (centres undefined)	-2	-4	10	3	30	i	-10	23	1
O=C(NC1CCCC1)c1ccc(CS(=O)Cc2ccccc2Cl)o1 (centres undefined)	-2	8	0	18*	0	i	0	5	1
COCCSc1ccccc1C(=O)Nc1nnc(C)s1	2	-15	15	0	-8	i	-6	9	-5
CC1CCc2c(sc(NC(=O)C3c4ccccc4Oc4ccccc43)c2C(N)=O)C1 (centres undefined)	-3	-2	7	0	7	i	-7	14	-2
OCCC1CN(Cc2cc(F)ccc2-n2cccn2)CCN1Cc1ccc(F)cc1 (centres undefined)	-5	4	9	-1	-8	i	-2	-5	0
CCOC(=O)C1CCN(C(=O)C2CCCCC2)CC1	0	1	3	0	-8	i	-13	-1	1
CCc1ccccc1NC(=O)C1CCN(S(C)(=O)=O)CC1	-2	-8	13	4	-5	i	-2	22	2
O=C(c1ccc(=O)[nH]n1)N1CCN(S(=O)(=O)c2ccc(C(F)(F)F)cc2)CC1	-2	6	-2	1	-3	i	8	3	1
COc1cc(C(=O)NCc2cccnc2)ccc1OCC(=O)Nc1cccc(C(F)(F)F)c1	-8	12	4	1	-10	i	4	-3	1
COC(=O)/C(C#N)=C/c1c(N2CCCCCC2)nc2ccccn2c1=O	-6	4	6	-3	1	i	-8	7	0
Cc1ccc(N2C(=O)C3C(c4ccccc4)N4CCCN4C3(C)C2=O)cc1 (centres undefined)	-7	3	24	4	-10	i	-27	-10	-6
C/C(N)=C(/C#N)C(=O)CSc1nnc(SCc2ccc(Cl)cc2)s1	-2&-8	-12&3	-26&-46	-3&0	26&18	i	-5&10	3&-8	0&4
Cc1ccc(-n2c(O)cnc2Nc2nc(C)cc(C)n2)cc1	-10	-13	5	-1	-8	i	12	-11	1
Cc1cc(=O)[nH]c(SCC(=O)NC2CCCCCCC2)n1	-1	1	7	-1	-6	i	10	15	0
CC(C)CNC(=S)N(CCN(C)C)Cc1cc2cc3c(cc2[nH]c1=O)OCCO3	-3	-5	-123	1	-4	i	6	13	-2
Cn1c(=O)c2nc(Cl)c(-c3ccccc3)nc2n(C)c1=O	-4	-4	6	-5	0	i	7	-4	4
CCN1C(=O)c2ccccc2S(=O)c2ccc(C(=O)N3CCN(C(=O)c4ccco4)CC3)cc21 (centres undefined)	-1	-13	10	-3	-3	i	9	-5	4
O=C(CSc1ccccn1)Nc1nc2c(ccc3ccccc32)s1	-2	12	-7	-5	29	i	-5	3	0

Quoted at random: six entries already listed, in no set order.
SMILES	MsrA act	E coli Lon inh	PABP1 MLLE inh	Rin1 Abl inh	FAS TE block	Neddylation inh	NRP1-CendR mod	SKN-1 inh	MT1-MMP act inh
CCCCOc1ccc(C(=O)NCC(=O)OC2CCOC2=O)cc1 (centres undefined)	-2	1	-11	0	-8	i	-4	3	-4
Cc1ccc(-n2c(O)cnc2Nc2nc(C)cc(C)n2)cc1	-10	-13	5	-1	-8	i	12	-11	1
N#CC1=C(S)N(c2ccc(F)cc2)C(c2ccco2)NC1=O (centres undefined)	-4	-2	12	-2	-3	i	-18	8	1
Cc1cc(=O)[nH]c(SCC(=O)NC2CCCCCCC2)n1	-1	1	7	-1	-6	i	10	15	0
O=C(NC1CCCC1)c1ccc(CS(=O)Cc2ccccc2Cl)o1 (centres undefined)	-2	8	0	18*	0	i	0	5	1
C/C(N)=C(/C#N)C(=O)CSc1nnc(SCc2ccc(Cl)cc2)s1	-2&-8	-12&3	-26&-46	-3&0	26&18	i	-5&10	3&-8	0&4

Individual results from the list:
For FAS TE block, Cc1cc(=O)[nH]c(SCC(=O)NC2CCCCCCC2)n1 shows -6
For E coli Lon inh, CC(C)CNC(=S)N(CCN(C)C)Cc1cc2cc3c(cc2[nH]c1=O)OCCO3 shows -5
For MsrA act, Cc1ccc(-n2c(O)cnc2Nc2nc(C)cc(C)n2)cc1 shows -10
For MT1-MMP act inh, CCN1C(=O)c2ccccc2S(=O)c2ccc(C(=O)N3CCN(C(=O)c4ccco4)CC3)cc21 (centres undefined) shows 4

Assay outcomes deposited in PubChem BioAssay by several laboratories.
